TbREL1 primary = TbREL1 inhibition, primary screen | TbREL1 RNA ligation, FRET fluorescence | AID 1117264 | inhibition, % at 9.66 µM | 0.49% of 89,000 active;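 active means inhibition above the mean inhibition across all screened compounds plus 3 SD, cut at about 11% in these data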;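 further: 0% = plate median of test wells and 100% = NSC42067 control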
Target sequence (P86926 whole entry, looked up): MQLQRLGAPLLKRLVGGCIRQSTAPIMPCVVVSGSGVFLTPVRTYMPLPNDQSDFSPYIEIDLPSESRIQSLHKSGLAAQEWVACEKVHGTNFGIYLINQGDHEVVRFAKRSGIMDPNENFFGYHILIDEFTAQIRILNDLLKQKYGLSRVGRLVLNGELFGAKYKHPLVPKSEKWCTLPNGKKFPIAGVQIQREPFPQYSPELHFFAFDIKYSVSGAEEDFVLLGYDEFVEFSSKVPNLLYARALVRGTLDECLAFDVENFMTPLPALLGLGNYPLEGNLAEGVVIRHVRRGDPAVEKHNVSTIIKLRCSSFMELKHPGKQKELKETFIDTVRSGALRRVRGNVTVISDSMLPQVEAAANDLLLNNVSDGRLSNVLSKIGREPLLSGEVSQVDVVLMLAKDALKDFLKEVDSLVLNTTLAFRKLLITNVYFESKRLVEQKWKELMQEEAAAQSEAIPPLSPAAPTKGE
An asterisk follows results filed as active. A portion of the library. The share of hits here may be higher or lower than overall.

| mol | TbREL1 primary |
| --- | --- |
| O=C1c2ccccc2C(=O)N1CC(O)Cn1nnc2ccccc21 (configuration not stated) | -1 |
| CC(=O)N(c1ccc(Br)cc1)C1C=CS(=O)(=O)C1 (configuration not stated) | -1 |
| O=c1[nH][nH]c(=O)c2c1[nH]c(=S)n2Cc1ccccc1 | 0 |
| COc1ccc2c3c([nH]c2c1)[C@]1(CCNC=O)Nc2ccccc2C1=NCC3 | 11* |
| COc1ccc2[nH]c3c(c2c1)CCN[C@]31C(=O)N(Cc2ccccc2)c2ccccc21 | -2 |
| Cc1nc(N2CCN(c3ccc(Cl)cc3)CC2)[nH]c(=O)c1C | -1 |
| CC12CN3CC(C)(CN(C1)C3c1ccc(Cl)cc1Cl)C2O (configuration not stated) | 0 |
| CCOc1ccc(NC(=O)CN(c2cc(C)cc(C)c2)S(=O)(=O)c2c(C)noc2C)cc1 | -1 |
| Nn1c(SCC(=O)Nc2cccc(F)c2)nnc1C1CCCCC1 | -1 |
| Cc1cc(C)n(-c2nc(O)cc(=O)[nH]2)n1 | 3 |
| CCOc1ccc(NC(=S)N2CCN(S(=O)(=O)c3ccc(OC)cc3)CC2)cc1 | -4 |
| COc1cnc(-c2ccccn2)nc1Oc1ccccc1Cl | -2 |
| CCc1nc(SCc2nc3ccccc3[nH]2)c2oc3ccccc3c2n1 | -1 |
| c1ccc2c(c1)CCCN2c1nc(N2CCOCC2)nc(N2CCOCC2)n1 | 1 |
| O=C(CCl)N1CCN(S(=O)(=O)c2ccc3c(c2)CCC3)CC1 | 7 |
| CC(=O)N1CCc2cc(S(=O)(=O)NC3CCCc4ccccc43)ccc21 (configuration not stated) | -1 |
| COc1ccc(/C=C/C(=O)OCC(=O)N2CCCC2)c(OC)c1 | -3 |
| COc1cc2c(cc1OC)C(C(=O)NCCN1CCOCC1)C1c3ccccc3CCN1C2=O (configuration not stated) | -2 |
| CCCCN(C)C(=O)c1[nH]c(C(F)(F)F)nc1-c1ccccc1 | 0 |
| N#CC1(NC(=O)COc2ccc(S(=O)(=O)N3CCCC3)cc2[N+](=O)[O-])CCCCC1 | -3 |

Reformatted as labelled records: four of the compounds above.
Cc1nc(N2CCN(c3ccc(Cl)cc3)CC2)[nH]c(=O)c1C
  TbREL1 primary: -1

O=c1[nH][nH]c(=O)c2c1[nH]c(=S)n2Cc1ccccc1
  TbREL1 primary: 0

CC12CN3CC(C)(CN(C1)C3c1ccc(Cl)cc1Cl)C2O (configuration not stated)
  TbREL1 primary: 0

c1ccc2c(c1)CCCN2c1nc(N2CCOCC2)nc(N2CCOCC2)n1
  TbREL1 primary: 1

Other structures follow:
| mol | TbREL1 primary |
| --- | --- |
| Cc1ccc(C)c(NC(=O)Cc2nc(CNCC(C)C)cs2)c1 | 3 |
| Cc1ccc2c(c1)C(=O)CC(O)(C(F)F)O2 (configuration not stated) | -1 |
| COC(=O)c1ccc(C23CC4(C2)[C@H](CN(CC2CCCCC2)[C@@H]4c2ccccc2)C3c2ccc(C(F)(F)F)cc2)cc1 (some centres not stated) | 0 |
| Cc1ccc(S(=O)(=O)c2cc(C#N)c(=O)[nH]c2N)cc1 | 3 |
| Cc1ccc(S(=O)(=O)N=Nc2c(O)[nH]c3ccccc23)cc1 | 4 |
| Cc1cccc(OCC(=O)N(Cc2ccccc2)c2c(N)n(Cc3ccccc3)c(=O)[nH]c2=O)c1 | 1 |
| O=C(COC(=O)Cc1ccc(S(=O)(=O)N2CCOCC2)s1)NCCc1ccccc1 | -1 |
| O=C(Nc1ccc(O)cc1)c1ccc(C(=O)c2ccccc2)o1 | -3 |
| CC1(C)Cc2c(sc3c2c(=N)n(Cc2ccco2)c(=O)n3Cc2ccc(Cl)cc2)CO1 | -4 |
| C=CCN1C2CCCC1CC(NC(=S)Nc1cccc(OC)c1)C2 (configuration not stated) | -3 |
| C=CCOc1ccc(/C=C/C(=O)OCC(=O)N(C)CC(=O)Nc2ccc(F)cc2)cc1 | 7 |
| COC(=O)CN(C(=S)Nc1ccc(Cl)cc1)C1CC(=O)N(c2ccc(OC)cc2)C1=O (configuration not stated) | -3 |
| COc1ccc(N(C(=O)CNC(=O)c2cccs2)C(C(=O)NC2CCCC2)c2ccncc2)cc1 (configuration not stated) | -1 |
| COc1ccccc1-c1c(C(F)(F)F)oc2cc(OCC(=O)Nc3ccccc3C(F)(F)F)ccc2c1=O | -1 |
| COc1ccc(/C=N/N2C(=O)C3C4C=CC(C4)C3C2=O)cc1[N+](=O)[O-] (configuration not stated) | 2 |
| COc1cc(NC(=O)C2CCCCN2)ccc1OCC(C)C (configuration not stated) | 3 |
| c1ccc(C2[C@H]3CN(Cc4cccnc4)[C@H](c4ccccc4)C34CC2(c2ccccc2)C4)cc1 (some centres not stated) | -2 |
| CC(=O)NN1C(=O)/C(=C\c2ccc(C)cc2)SC1=S | 0 |
| CCN(C(=O)COC(=O)C1=COCCO1)c1c(N)n(Cc2ccccc2)c(=O)[nH]c1=O | -2 |
| COc1ccc2[nH]c(O)c(NC(C)=O)c2c1 | 1 |
| CCCOc1ccc(F)cc1-c1cc(C(=O)Nc2ccc(OC)c(OC)c2)[nH]n1 | 16* |
| O=C(CN(Cc1ccccc1)C(=O)CNS(=O)(=O)c1ccc(Cl)cc1)NCC1CCCO1 (configuration not stated) | 2 |
| Cc1ccc2nc(N3CCN(S(=O)(=O)c4ccc5c(c4)OCCO5)CC3)c(C#N)cc2c1 | 1 |
| O=C(NN=C1CCCCCC1)c1c[nH]c2ccccc12 | 2 |
| O=C(Nc1cccc(C(=O)O)c1)/C(=C\c1ccc2c(c1)OCO2)NC(=O)c1ccccc1 | 2 |
| COC(=O)c1cccc(S(=O)(=O)N2CCC(C)CC2)c1 | 0 |
| COc1ccc(NC(=O)C(NC(C)=O)C(=O)NCc2ccccc2Cl)cc1 (configuration not stated) | 0 |
| O=c1cc(O)c(-c2ccc(Cl)cc2)c(Cl)[nH]1 | 3 |
| O=C(Nc1ccn(Cc2c(F)c(F)cc(F)c2F)n1)c1ccc(COc2ccc(Cl)cc2Cl)o1 | 2 |
| Cc1ccccc1NC(=O)c1ccc2c(c1)C(=O)N(CCC(C)C)C2=O | -2 |
| CC#CC(=O)NCC1(N(C)Cc2ccccc2)Cc2ccccc2C1 | -2 |
| C#CCNC(=O)C1=C[C@@H](c2ccc3c(c2)OCO3)C[C@@H](OCCCCO)O1 | -2 |
| CCOc1ccc(C(=O)CCC(=O)NCC(=O)Nc2ccc(F)c(F)c2F)cc1 | 3 |
| CCCCOC(=O)Nc1nnc(SCCOc2ccc(C)cc2)s1 | 2 |
| CN(C)CCNC(=O)C(=O)c1c(-c2ccccc2)cc2ccccn12 | -1 |
| CCC(C)[C@H]1CN=C(N)N1CCc1cccc2ccccc12 (some centres not stated) | 12* |
| O=S1(=O)c2ccc(Br)cc2OC[C@@H](c2ccccc2)N1Cc1cn(CCC2OCCCO2)nn1 | 1 |
| COc1ccc(-c2oc3c(c2C#CCCCCO)C(OCCO)CC3)cc1 (configuration not stated) | -6 |
| Cc1ccccc1OCC(=O)OC(C)CN1CCN(C)CC1 (configuration not stated) | 2 |
| [O-]/C(=C(\C(=S)Nc1cccc2ccccc12)[n+]1ccccc1)c1ccc2c(c1)OCCO2 | 1 |
| N#Cc1ccccc1NC(=O)CSc1nnc(-c2ccccc2)n1-c1ccccc1 | 1 |
| O=C(COC(=O)CCS(=O)(=O)c1ccccc1)NC(=O)c1ccc(OC(F)F)cc1 | 3 |
| O=C(Nc1nnc(C2=COCCO2)o1)c1ccc(F)cc1 | 2 |
| CCOC(=O)c1oc2ccccc2c1NC(=O)c1ccc(Cl)s1 | -1 |
| COc1ccc(C(=O)Nc2ccc(Cl)cc2C(=O)NCCN2CCOCC2)cc1 | 5 |
| Cc1ccc(S(=O)(=O)N(C)c2ccc(OCC(=O)Nc3ccc(C(=O)N(C)C)cc3)cc2)cc1C | 1 |
| COc1ccc(S(=O)(=O)N(C)C[C@@H]2OCCCC[C@@H](C)Oc3ccc(NC(=O)NC(C)C)cc3C(=O)N([C@H](C)CO)C[C@@H]2C)cc1 | -3 |
| COC(=O)[C@]12CCCCC=C1N(Cc1ccccc1)C(=O)[C@H](CC(=O)NCCc1ccccc1OC)C2 | 0 |
| CCOC(=O)C1=C(CP(=O)(c2ccccc2)c2ccccc2)NC(=O)NC1c1ccc(OC)cc1 (configuration not stated) | 1 |
| O=C(NCCCOC(=O)c1ccccc1)c1ccccc1 | 4 |
| Cn1nnnc1SCc1nnc(-c2ccc(F)cc2)o1 | 2 |
| CC1CCN(S(=O)(=O)c2ccc(C(=O)Nc3sccc3C(N)=O)cc2)CC1 | 0 |
| COc1cccc(NC(=O)Nc2ccc(C)c(Cl)c2)c1 | 1 |
| Clc1cccc(CNCC2CCCO2)c1Cl (configuration not stated) | 0 |
| O=C(C[C@@H]1C/C=C\CCCC(=O)OC[C@@H]2CCCN2C1=O)N[C@H](CO)Cc1ccccc1 | 0 |
| COc1ccc(-n2c(COc3ccc(C)cc3)nnc2SCC(=O)Nc2ccc(Oc3ccccc3)cc2)cc1 | -2 |
| Cc1ccc(C)c(NC(=O)[C@@H]2CCCN2S(=O)(=O)c2cccc3cccnc23)c1 | -4 |
| Cc1noc(C)c1C(=O)NCC(=O)Nc1ccccc1Br | 1 |
| CC(C)(C)NC(=O)CSc1nsc(SCC(=O)NC(C)(C)C)c1C#N | -1 |
| COc1ccc2c(c1)CC(C1(O)C(=O)Nc3ccccc31)C2=O (configuration not stated) | 2 |

Three entries already listed, sorted by the number in TbREL1 primary, high to low.
| mol | TbREL1 primary |
| --- | --- |
| Cc1cc(C)n(-c2nc(O)cc(=O)[nH]2)n1 | 3 |
| O=C(Nc1cccc(C(=O)O)c1)/C(=C\c1ccc2c(c1)OCO2)NC(=O)c1ccccc1 | 2 |
| COc1cccc(NC(=O)Nc2ccc(C)c(Cl)c2)c1 | 1 |

New compounds follow
| mol | TbREL1 primary |
| --- | --- |
| CCOC(=O)c1[nH]c(C)c(CN(CCc2ccccc2)S(C)(=O)=O)c1C | -4 |
| Cc1ccc(/C=[N+](/C)[O-])cc1 | -1 |
| COc1ccc(C(=O)NNC(=O)c2cccs2)cc1S(=O)(=O)N1CCOCC1 | 1 |
| O=C(NCC(=O)N(Cc1ccccc1)C(C(=O)NC1CCCC1)c1ccncc1)c1ccco1 (configuration not stated) | 1 |
| CCCCCN(C(=O)CCC(=O)OCc1ccccc1C)c1c(N)n(CCCC)c(=O)[nH]c1=O | 6 |
| CC(=O)CCc1ccc(OC(=O)c2cccnc2)cc1 | 2 |
| CC(=O)OC(C(=O)n1nc(C)cc1C)c1ccccc1 (configuration not stated) | 2 |
| COC(=O)C=C1CCC2C3CC(F)C4(O)CC(=O)CCC4(C)C3C(=O)CC12C (configuration not stated) | -1 |
| COc1cccc(C(=O)COC(=O)CCCC(=O)NC2CCCCC2)c1 | 6 |
| CCc1ccccc1NC(=S)N(CCCN1CCOCC1)Cc1ccccn1 | -5 |
| O=C1/C(=C\Nc2ccccc2)CCN1c1ncccn1 | -2 |
| COc1ccccc1NC(=O)c1ccc2c(=O)n3c(nc2c1)CCC3 | 2 |
| COc1ccc(-c2c3c(nc4sc5c(=O)[nH]c(C)nc5c24)CCC3)cc1 | 0 |
| CC(C)N=C1NN=C(c2cccs2)C(CC(=O)O)S1 (configuration not stated) | 7 |
| COc1cc2c(c(OC)c1)C(c1cccc(OC)c1OC)CC(=O)N2 (configuration not stated) | -1 |
| CCC(C)(C)n1nnnc1C(c1cc2cc(C)cc(C)c2[nH]c1=O)N1CCCC1 (configuration not stated) | 3 |
| O=C1NC(c2ccc3c(c2)OCO3)Oc2ccccc21 (configuration not stated) | -2 |
| COC(=O)C1=C(C)N(c2cc(Cl)cc(Cl)c2)C(=O)C1 | 5 |
| O=C(O)CC1(CC(=O)NCc2cc(F)cc3c2OCOC3)CCCCC1 | 2 |
| COC(=O)[C@@]12CCCCC=C1N(CCc1ccc(Cl)cc1)C(=O)[C@H]2CC(=O)NCc1cccc2ccccc12 | -3 |
| CN(C)CCN1C(=O)c2ccccc2C1=O | 1 |
| COc1ccc(-n2nc(C(=O)NCC(=O)N3CCN(c4ccccn4)CC3)c3ccccc3c2=O)cc1 | -2 |
| Cc1ccccc1NC(=O)COC(=O)CNC(=O)c1sc2ccccc2c1Cl | -2 |
| O=C(CCC(=O)Nc1ccc(Cl)cc1Cl)NNC(=O)[C@@H]1CCCC[C@@H]1C(=O)O | 0 |
| Cc1cc(C)n2c(SCC(=O)Nc3ccc(F)cc3)nnc2n1 | 0 |
| Cc1nc(SCC(N)=O)[nH]c(=O)c1Cc1ccc(OC(C)C)cc1 | 6 |
| O=C(OCC(=O)N1CCOCC1)c1ccc(O)cc1 | 1 |
| N#C/C(=C\Nc1ccc2c(c1)OCCO2)C(=O)NCc1ccco1 | 0 |
| CCN1CCN(c2nc3ccccn3c(=O)c2/C=C(\C#N)S(=O)(=O)c2ccccc2)CC1 | -8 |
| C=CCc1cc(Cl)ccc1OCCNCCCOC | 5 |
| CCN1CCN(c2nc(NCCO)c3ccccc3n2)CC1 | 7 |
| O=C(CNC(=O)c1ccco1)NCC(=O)OCc1ccc(C(=O)Oc2ccc(Cl)cc2)cc1 | -3 |
| O=C(CSc1nnc(CCCN2C(=O)c3cccc4cccc(c34)C2=O)n1-c1ccccc1)N1CCN(CCO)CC1 | -2 |
| CCO[C@H]1OC(C(=O)O)=C[C@@H](C2CCCCC2)[C@@H]1CCCO | 5 |
| Cc1cc(-c2cccs2)c2c(N)c(C(=O)c3ccc4c(c3)OCO4)sc2n1 | 0 |
| C[C@@H](O)[C@@H]1NC(=O)c2cc([N+](=O)[O-])cc(I)c2NCC[C@@H](C(N)=O)NC(=O)CNC1=O | -1 |
| CN(C(=O)CSc1nc2ccccc2[nH]1)C1CCS(=O)(=O)C1 (configuration not stated) | 3 |
| COC(=O)c1cn(C(=O)c2ccc(Br)o2)c2ccccc12 | 0 |
| O=C(c1ccc(Cl)s1)N1CCOCC1 | -2 |
| COc1ccccc1NS(=O)(=O)c1ccc(C(=O)NCCCN2CCOCC2)cc1 | 0 |
| CN(Cc1ccc(OC(F)F)cc1)C(=O)c1cccc(S(=O)(=O)N2CCN(Cc3ccccc3)CC2)c1 | 6 |
| O=C(c1cnn(C(=O)c2ccco2)c1)c1ccccc1O | 1 |
| O=C(N/C(=C/c1ccco1)C(=O)N1CCOCC1)c1cccs1 | 0 |
| Oc1ccccc1N=Cc1sc2ccccc2c1Cl | -3 |

Bioassay records (PubChem)
